hIAP inh – human IAP inhibitors, primary screen, biochemical, luminescence, uHTS | 330,000 tested, 0.12% active | AID 2544, 2010 | purified IAP, CDP-Star luminescence, 30 min | inhibition, % at 10 µM;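 active = inhibition reaching a set limit with compound at 10 µM in the primary screen, cut at about 35% in these data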;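 also: plate controls were DMSO wells with enzyme for no effect and no-enzyme buffer wells for full effect; values of inactives mirror those of a sister screen read the other way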
A3G deaminase – APOBEC3G DNA deaminase inhibitors, primary screen, biochemical, fluorescence, single-stranded DNA substrate, uHTS. recombinant A3G, ssDNA deamination FAM/TAMRA fluorescence. inhibition, % at 20 µM. 330,000 tested, 0.28% active. AID 493012, 2011;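 active = inhibition of at least 40% at 20 µM, with no more than 30% in the related APOBEC3A deaminase screen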;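 also: plate controls were DMSO wells with A3G for no effect and wells lacking A3G enzyme for full effect; some compounds called inactive have numbers as strong as hits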
Target sequence (Q9HC16 whole entry, looked up): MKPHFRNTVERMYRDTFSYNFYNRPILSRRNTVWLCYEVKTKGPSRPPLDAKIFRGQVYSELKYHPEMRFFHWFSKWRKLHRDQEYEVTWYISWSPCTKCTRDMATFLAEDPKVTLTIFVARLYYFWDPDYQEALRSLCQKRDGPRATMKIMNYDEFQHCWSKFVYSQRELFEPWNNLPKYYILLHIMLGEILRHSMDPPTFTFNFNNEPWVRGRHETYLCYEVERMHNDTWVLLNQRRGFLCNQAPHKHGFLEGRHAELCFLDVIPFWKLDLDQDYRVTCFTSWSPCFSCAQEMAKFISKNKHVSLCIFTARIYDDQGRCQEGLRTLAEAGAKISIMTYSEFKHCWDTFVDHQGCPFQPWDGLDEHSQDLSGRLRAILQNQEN
mIAP block – inhibitors of mouse IAP, primary screen, biochemical, luminescence, uHTS. inhibition, % at 10 µM. purified mouse IAP, CDP-Star luminescence, 30 min. intestinal alkaline phosphatase [Mus musculus]. 330,000 tested, 0.2% active. AID 2806, 2010;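 active = inhibition of at least 40% at 10 µM in the primary screen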;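 also: plate controls were DMSO with enzyme for no effect and no enzyme wells for full effect; values of inactives mirror those of a sister screen read the other way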
MIN6 prolif – inducers of MIN6 beta-cell proliferation, primary screen, ATP luminescence, uHTS | MIN6 cells proliferation, ATPlite luminescence, 48 h; cells starved in 0.2% serum; 100% = growth in 10% serum | 330,000 tested, 0.29% active | AID 2380, 2010 | proliferation, % at 10 µM;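 active = compounds whose signal lies at least 3.5 SD above the mean of all wells on their plate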;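 also: 0% = DMSO-treated cells in low-serum medium and 100% = 10% serum control; some compounds called inactive have numbers as strong as hits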
NALP3 yeast inh – NALP3 inflammasome inhibitors in reconstituted yeast, primary screen, luminescence, uHTS | Yeast reconstituted NLRP3/ASC/caspase-1, beta-gal luminescence, 24 h | inhibition, % at 10 µM | 330,000 tested, 0.39% active | AID 2825, 2010;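 active = inhibition of 50% or more; inactive = inhibition below 50%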;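 also: plate controls were induced DMSO wells for no effect and uninduced yeast grown without galactose for full effect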
hIAP act – human IAP activators, primary screen, biochemical, luminescence, uHTS | Intestinal-type alkaline phosphatase (Homo sapiens), P09923 | purified human IAP, CDP-Star luminescence, 30 min; hits give high values; 1 = vehicle-only enzyme, 0 = enzyme-free background | activation factor at 10 µM | 330,000 tested, 0.16% active | AID 2524, 2010;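 active = activation factor of the enzyme at least 2-fold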; also: the source names both 10 and 20 µM as test concentration; values of inactives mirror those of a sister screen read the other way
mIAP act – activators of mouse IAP, primary screen, biochemical, luminescence, uHTS | muIAP, CDP-Star luminescence, 30 min; hits give high values; 1 = vehicle-only enzyme signal, 0 = enzyme-free wells | 330,000 tested, 0.24% active | activation factor at 10 µM | intestinal alkaline phosphatase [Mus musculus];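 active = activation factor of at least 2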; also: the source names both 10 and 20 µM as test concentration; values of inactives mirror those of a sister screen read the other way
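System: Mouse IAP enzyme | Also added: CDP-Star substrate | Dosing: Compounds dispensed in DMSO | Schedule: 30 min enzyme-substrate-compound incubation at room temperature | Technique: Chemiluminescence readout | Control set: DMSO-only wells and no-enzyme negative control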
A3A deaminase – APOBEC3A ssDNA deaminase inhibitors, primary screen, selectivity assay for APOBEC3G inhibitor project, biochemical, FAM/TAMRA oligo cleavage fluorescence; 330,000 tested, 0.41% active; DNA dC->dU-editing enzyme APOBEC-3A (Homo sapiens), P31941; recombinant A3A, FAM/TAMRA ssDNA deamination fluorescence; inhibition, % at 20 µM; AID 493011, 2011;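 active = at least 40% inhibition at 20 µM here, with at most 30% in a related deaminase screen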;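 also: plate controls were A3A with DMSO for no effect and wells lacking A3A enzyme for full effect; some results filed as inactive read as strong as hits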
Target sequence (P31941 whole entry, looked up): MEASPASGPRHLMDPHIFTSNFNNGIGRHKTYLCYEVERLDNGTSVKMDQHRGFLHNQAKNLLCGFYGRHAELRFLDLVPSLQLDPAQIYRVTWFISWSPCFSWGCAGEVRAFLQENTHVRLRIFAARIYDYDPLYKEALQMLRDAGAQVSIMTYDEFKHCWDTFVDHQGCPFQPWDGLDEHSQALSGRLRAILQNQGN
SENP1 inh – human SENP1 catalytic domain inhibitors, primary screen, biochemical, FRET, uHTS | 360,000 tested, 0.21% active | Sentrin-specific protease 1 (Homo sapiens), Q9P0U3 | inhibition, % at 10 µM | recombinant SENP1 catalytic domain, CyPet-SUMO1-YPet FRET cleavage;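 active = inhibition at least 30% at 10 µM, raw YFP signal under a set limit, fluorescence ratio 0.5 to 1.5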;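 also: 0% = enzyme with DMSO and 100% = no enzyme wells; some results filed as inactive read as strong as hits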
Target sequence (Q9P0U3 419-644 limits assumed): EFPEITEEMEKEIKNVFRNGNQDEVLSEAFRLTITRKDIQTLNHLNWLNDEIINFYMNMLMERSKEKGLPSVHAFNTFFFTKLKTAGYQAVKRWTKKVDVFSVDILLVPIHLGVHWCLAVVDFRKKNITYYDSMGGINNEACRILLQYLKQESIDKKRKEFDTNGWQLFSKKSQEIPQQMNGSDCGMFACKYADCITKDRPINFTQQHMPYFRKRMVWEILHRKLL
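Compound: 10 µM single point, 0.5% DMSO; Test system: hSENP1 catalytic domain, recombinant; Timing: 50 min reaction at room temperature; Technique: FRET, CFP and YFP emission; Control set: no-enzyme wells low, DMSO-plus-enzyme wells high control.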
The depositor's hits bear a star; nt = no result given. The list is partial; the hit share may differ from the screen's.

SMILES	hIAP inh	A3G deaminase	mIAP block	MIN6 prolif	NALP3 yeast inh	hIAP act	mIAP act	A3A deaminase	SENP1 inh
Cc1nnsc1C(=O)NNC(=O)Nc1ccccc1	3.8	-8.0	3.9	-1.8	21.6	0.962	0.961	-1.1	2.3
O=C(C[C@H]1C[C@H](C(=O)N2CCOCC2)[C@@]2(CCC3CCCC3)c3[nH]c4ccc(Cl)cc4c3CCN2C1=O)NCCc1ccccn1	nt	0.4	-34.3	nt	nt	nt	1.34	0.1	-2.7
COc1cccc(CNC(=O)CSCc2cnn(-c3ccccc3)c2-n2cccc2)c1OC	-21.8	-7.2	-1.5	-1.1	-0.4	1.22	1.01	-5.1	2.8
COC(=O)Nc1nc2ccc(Br)cc2s1	-3.5	-6.3	-3.0	-1.1	13.5	1.03	1.03	1.3	1.2
COc1ccc(OC)c2c(C)cc(N3CCCN(C)CC3)nc12	-4.4	-3.1	-0.4	0.4	5.7	1.04	1	-5.3	-1.9
CC1Cc2ccccc2N1C(=O)CSCC(=O)O (stereo not given)	6.1	5.1	-10.7	-0.2	12.4	0.939	1.11	-0.2	-3.2
O=C(C1CCCN(Cc2nc(-c3ccc(Cl)cc3)no2)C1)N1CCOCC1 (stereo not given)	-5.3	-6.4	-4.0	-2.1	-1.8	1.05	1.04	-4.6	-0.3
Cc1c([N+](=O)[O-])cc(C(=O)Nc2ccc3ncccc3c2)cc1[N+](=O)[O-]	-9.9	-5.5	-0.4	-0.7	19.0	1.1	1	-7.8	1.5
COc1ccc(-n2c(Cc3cccn3C)nnc2SCC(=O)N2CCOCC2)cc1	-8.8	-5.4	-9.7	-2.2	7.6	1.09	1.1	-2.3	-1.6
CCOC(=O)C1(CCOc2ccccc2)CCN(Cc2cccs2)CC1	-25.6	-7.6	-12.7	-1.7	13.4	1.26	1.13	1.9	0.4
Cc1ccccc1NC(=O)Cn1nc(C)c2ccccc2c1=O	-34.7	13.4	11.0	-1.0	-5.3	1.35	0.89	-6.0	12.8
CC(=O)N1CCN(c2ccc(NCc3ccc(F)cc3)cc2)CC1	-30.7	4.2	14.6	-4.2	33.5	1.31	0.854	1.2	4.2

Brought forward from above: three compounds, followed by the next part.
SMILES	hIAP inh	A3G deaminase	mIAP block	MIN6 prolif	NALP3 yeast inh	hIAP act	mIAP act	A3A deaminase	SENP1 inh
CCOC(=O)C1(CCOc2ccccc2)CCN(Cc2cccs2)CC1	-25.6	-7.6	-12.7	-1.7	13.4	1.26	1.13	1.9	0.4
Cc1ccccc1NC(=O)Cn1nc(C)c2ccccc2c1=O	-34.7	13.4	11.0	-1.0	-5.3	1.35	0.89	-6.0	12.8
CC(=O)N1CCN(c2ccc(NCc3ccc(F)cc3)cc2)CC1	-30.7	4.2	14.6	-4.2	33.5	1.31	0.854	1.2	4.2
O=C(OCc1cc2ccccc2[nH]c1=O)c1ccccn1	-43.9	-0.7	-23.2	-1.3	2.3	1.44	1.23	-1.3	-0.2
CCOc1ccc(NC(=O)CN(C)C(=O)Cn2c(=O)oc3ccccc32)cc1OCC	-14.2	-3.9	-0.9	-3.7	16.2	1.14	1.01	-0.4	0.0
NC(=O)c1c(/N=C/c2cccs2)sc2c1CCCC2	15.0	-7.6	0.2	-1.3	13.1	0.85	0.998	-4.5	-18.8
Cc1ccc(C(C)NC(=O)Cc2cccs2)c(C)c1 (stereo not given)	-5.6	0.4	2.1	1.1	1.6	1.06	0.979	-1.2	2.0
CCOC(=O)c1ccc(NC(=S)NCCCN2CCCC2=O)cc1	6.3	-9.8	-1.9	3.9	17.5	0.937	1.02	-1.7	1.8
CC1(NC(=O)N2CCCCC2)CCS(=O)(=O)C1 (stereo not given)	-6.5	-6.0	1.2	-0.6	7.8	1.06	0.988	-4.4	2.0
COc1ccc(CC(=O)NNC2=Nc3cccc4cccc2c34)cc1OC	-59.9	-3.5	3.5	-0.6	-2.3	1.6	0.965	-1.8	-144.3
Cc1noc(C)c1S(=O)(=O)N(CC(=O)NCc1ccccc1)c1ccc(C(C)C)cc1	2.8	-5.5	-17.3	-3.0	-4.4	0.972	1.17	-2.5	-0.9
CC(C(=O)NC1CCCc2ccccc21)N1CCN(Cc2ccc3c(c2)OCO3)CC1 (stereo not given)	6.9	-8.5	11.1	-0.3	10.3	0.931	0.889	-2.1	-0.7
COc1ccc(C(CNC(=O)C(C)Oc2ccc(Br)cc2)N2CCCC2)cc1 (stereo not given)	-1.9	-2.5	4.3	1.1	20.8	1.02	0.957	4.5	-5.7
Cc1nn(C)cc1CNC(=O)c1ccc(F)cc1	4.0	-5.9	-0.3	0.0	19.1	0.96	1	1.1	1.9
CCOc1ccc(C(=O)CCC(=O)Nc2cccc(S(=O)(=O)N3CCCCC3)c2)cc1	6.9	-3.4	-0.1	-4.0	3.9	0.931	1	-3.0	3.8
Cc1ccc(S(=O)(=O)N2CCN(C(=O)COC(=O)CSc3ccccc3)CC2)c(C)c1	13.1	-6.7	0.8	5.0	10.6	0.869	0.992	-4.0	3.9
Cc1ccc(NC(=O)COC(=O)c2ccc(F)cc2Cl)c(Br)c1	1.8	1.4	-7.1	-1.2	1.9	0.982	1.07	-0.1	-0.4
COc1ccccc1-n1c(CNC(=O)c2ccco2)n[nH]c1=S	2.4	0.0	6.8	-2.0	8.7	0.976	0.932	-1.2	0.1
CC(=O)c1cc(Cl)ccc1OCc1cccc(S(=O)(=O)N2CCOCC2)c1	-5.4	-4.1	1.9	5.8	9.2	1.05	0.981	-0.1	1.7
O=C(N/N=C/c1ccncc1)NC12CC3CC(CC(C3)C1)C2	-17.9	-4.7	21.5	-1.6	14.0	1.18	0.785	-4.9	4.2
CCOC(=O)CNC(=O)N1CCC(CCC(=O)N(C)Cc2ccccc2)CC1	-16.5	-5.5	9.5	2.6	18.9	1.17	0.905	-0.4	0.9
CCOC(=O)c1c(NC(=O)CN2C(=O)NC3(CCC(CC)CC3)C2=O)sc(C)c1-c1ccc(C)cc1 (stereo not given)	-3.3	-2.6	-7.9	-2.1	-9.8	1.03	1.08	-2.7	-1.5
Cc1c(C(=O)N/N=C/c2ccoc2)cccc1[N+](=O)[O-]	-15.1	3.3	0.6	2.1	3.3	1.15	0.994	9.3	3.8
COc1ccc(-n2cnc3c(sc4nccc(N(C)C)c43)c2=O)cc1	-8.7	1.5	-7.6	3.7	8.5	1.09	1.08	0.7	2.4
CCNCC(=O)N1c2ccccc2CCc2ccc(NC(C)=O)cc21	-19.8	-0.3	-19.0	-2.9	4.3	1.2	1.19	3.0	-0.3
COc1c(Br)cc([N+](=O)[O-])c(OC)c1C(=O)NC(=O)Nc1nc(C)cc(C)n1	5.2	-5.6	6.0	-0.7	7.5	0.948	0.94	0.2	-0.1
Cc1ccc(S(=O)(=O)N2CCOCC2)cc1C(=O)N1CC(C)OC(C)C1 (stereo not given)	8.3	-9.7	0.4	0.1	12.8	0.917	0.996	0.1	1.3
O=C(O)CCCC(=O)NCCc1ccncc1	9.9	-1.2	3.3	0.0	3.5	0.901	0.966	-2.9	-1.0
O=C(Oc1ccc(Cl)c2cccnc12)C12CC3CC(CC(C3)C1)C2	16.7	-4.0	12.5	-5.7	-7.0	0.833	0.875	-0.4	-0.4
CN(c1ccccc1)S(=O)(=O)c1ccc(C(=O)OCC(=O)NC(N)=O)cc1	-10.4	-0.5	-7.2	-3.5	-13.1	1.1	1.07	-3.9	2.0
Cc1ccc2c(c1)COc1c3ccc(C(=O)N[C@@H](CO)C(C)C)cc3nn1-2	-10.7	8.6	0.5	-6.0	11.9	1.11	0.995	1.0	-0.7
O=C1/C(=C/c2ccccc2)Oc2cc(OC(=O)N3CCOCC3)ccc21	-5.5	-7.5	9.1	-2.7	15.3	1.05	0.909	-8.4	-2.2
CCCSc1nc(=O)n2cccc(C)c2n1	8.8	-4.8	3.3	-0.6	-24.0	0.912	0.967	2.1	1.6
O=C1ON=C(c2ccc(Cl)cc2)/C1=C/c1ccc(O)cc1	11.9	-0.8	5.0	-5.0	12.3	0.881	0.95	0.8	nt
COc1ccc(N2CCN(C(=O)c3ccc(C)c(Cl)c3)CC2)cc1	11.7	-5.2	5.5	-1.2	1.4	0.883	0.945	-2.0	4.7
COc1ccc(N(C(=O)c2ccncc2)S(=O)(=O)c2ccc(OC)c(OC)c2)cc1	-6.0	6.9	7.9	-2.2	4.7	1.06	0.921	0.2	-0.8
Clc1cccc(CSC2=NCCCN2)c1	0.6	-4.7	-1.9	-4.6	-1.6	0.994	1.02	-3.0	nt
Cc1cc(C)n(C(=O)c2cccc([N+](=O)[O-])c2)n1	19.1	-5.6	5.8	1.5	5.3	0.809	0.942	-3.1	1.3
CC(C)CC[n+]1ccn(C2=C([O-])c3ccccc3C(=O)/C2=N\S(=O)(=O)c2ccccc2)c1	6.9	-3.2	-1.7	-4.1	10.1	0.931	1.02	2.9	-3.2
Cc1cc(C(=O)O)c(CCCN)s1	-34.7	-6.1	2.6	0.3	-1.8	1.35	0.974	-2.5	-0.5
COc1cc(C#N)ccc1OCC(=O)NCc1cccs1	7.4	-4.0	3.6	-1.2	4.2	0.926	0.964	-2.3	0.9
CCc1ccccc1OCC(=O)Nc1nc(-c2cccnc2)cs1	-35.1	-3.7	-3.8	-6.8	16.0	1.35	1.04	-6.0	-1.2
Cc1cc(SCC(=O)N2CCCC2=O)nc2ccccc12	4.5	2.3	0.3	-4.9	21.3	0.955	0.997	1.1	-1.4
COc1ccc(C(=O)N2CC(c3ccc(Cl)cc3)CC2=O)cc1 (stereo not given)	-5.5	-0.3	-4.0	-0.2	-1.6	1.05	1.04	0.9	2.0
O=C(/C=C/c1ccccc1)N1CCN(c2ccc([N+](=O)[O-])c(N3CCOCC3)c2)CC1	-18.0	2.1	12.0	-3.8	8.2	1.18	0.88	5.0	-0.3
COc1cc(C(=O)Nc2cc(C)cc(C)c2)c(-n2cnnn2)cc1OC	-19.7	-2.2	-3.1	-1.4	1.9	1.2	1.03	0.2	3.1
COc1ccc(Nc2ncc(C(=O)N3CCN(c4ccccc4OC)CC3)c3ccccc23)cc1	-0.8	-5.0	6.2	0.3	7.4	1.01	0.938	-5.3	0.8
CCOc1ccccc1-n1c(SCC(=O)NCc2ccco2)nnc1-c1ccncc1	6.5	2.0	-1.6	-1.2	13.1	0.935	1.02	2.9	2.5
O=C(C[n+]1ccccc1)N/N=C/c1c(F)cccc1Cl	11.4	11.9	-10.8	-0.3	11.6	0.886	1.11	3.0	3.4

Screening data (PubChem BioAssay)
